Compound activity: PubChem, National Center for Advancing Translational Sciences (NCATS)
Giardia kill: kills Giardia lamblia | Giardia lamblia trophozoite viability | activity change, % at 7.66 µM, hits read low | 0.15% of 340,000 active; in the data active means activity change below about -80%; inconclusive means between about -30% and that limit;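 further: parasites exposed to compound for two days anaerobically before the ATP read; on the % scale 0 is the no-effect control and ±100 the full control effect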
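Luminescence from cellular ATP indicates surviving trophozoites (100 cells/well) following 48 hrs anaerobic compound treatment at 37 deg C; signal develops 15-30 min at room temperature.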
BRCA1 expr act: increases BRCA1 expression; MCF7-BRCA1-FFLuc reporter, luminescence, 48 h; response scale: scaled: vehicle 0%, 10 µM genistein 100%; AID 624202; 1.1% of 380,000 active; Potency, µM (series often up to 46.1 µM), for inactives: at the highest dose activation, most hits filed as activators; further: potency means the concentration at half of the fitted maximal effect; nearly all actives have a fitted effect of over 80% in size; some results filed as inactive show a strong effect at the top dose
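Using MCF7 cells harboring a BRCA1 firefly luciferase reporter, plated 2 h before compound pinning, the screen measured luminescence after 48 h incubation. Responses were normalized to DMSO and 10 microM genistein, then fitted for concentration-effect.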
ELG1 genotox: inducers of genotoxicity in HEK293T ELG1-luciferase cells; AID 504466; 1.3% of 330,000 active; HEK293T ELG1-luciferase reporter, luminescence, 16 h; Potency, µM (series often up to 46 µM), inactives show at the highest dose activity change, positive = activation, most hits filed as activators; further: potency means the concentration at half of the fitted maximal effect; % of control where 0% means no effect; nearly all actives have a fitted effect of over 60% in size
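DMSO vehicle served as control against compound-treated ELG1-luciferase HEK293T cells; exposure lasted 16 hr at 37 °C and 5% CO2, followed by ONE-Glo luminescence detection after 30 min.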
Gal4-VP16 FLuc: counter-screen for ROR gamma inhibitors: Gal4-VP16 reporter; Drosophila S2 Gal4-VP16 UAS-luciferase, luminescence, 20 h; Potency, µM (highest dose often 53.6 µM), for inactives: at the top dose activity, negative = inhibition, most hits filed as inhibitors; 3.5% of 310,000 active; AID 2546;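 further: Gal4-VP16 expression switched on by copper sulfate through the metallothionein promoter; potency means the concentration at half of the fitted maximal effect; on the % scale 0 is the no-effect control and ±100 the full control effect; nearly all actives have a fitted effect of over 50% in size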
Rab9 promoter act: activates the Rab9 promoter; Huh7 Rab9 promoter-luciferase reporter, luminescence, 24 h; Potency, µM (highest dose often 9.22 µM), inactives show at the highest dose activation, negative = inhibition, hits mostly activators; 2.8% of 320,000 active; AID 485297; further: potency means the concentration at half of the fitted maximal effect; % of control where 0% means no effect; nearly all actives have a fitted effect of over 60% in size
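Quantitative HTS format; Huh7 Rab9-luciferase reporter cells (1500/well) receive compound 2 h post-plating, incubate 24 h at 37 °C, then get luciferase reagent for 10 min before luminescence reading.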
p53 reactivator: restores transcriptional activity of mutant p53. 0.063% of 320,000 active. Potency, µM (top dose mostly 92.2 µM), inactives show at the highest dose activity change, positive = activation, most hits filed as activators. H1299 p53-A138V BP100-luciferase reporter, luminescence, 24 h; further: potency means the concentration at half of the fitted maximal effect; % of control where 0% means no effect; nearly all actives have a fitted effect of over 45% in size
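H1299 (p53-null), stable ts p53-A138V + BP100-Luc; 1000 cells/well, Opti-MEM/10% FBS; cpd 4 pt, 1:5; 24 h, 37 deg C, 5% CO2; detection reagent 10 min RT; luminescence.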
Menin-MLL TR inh: inhibitors of human menin-MLL interaction, mutant MLL peptide; O00255; Menin + Texas Red MLL mutant peptide, fluorescence polarization; Potency, µM (series often up to 61.6 µM), for the others: top-dose FP activity change, negative = inhibition, most hits filed as inhibitors; 0.23% of 270,000 active; AID 1768; active means well fitted inhibition curve with a large enough effect in the polarisation, with a control signal flat, not every such curve was filed as active; inconclusive means small, poorly fitted or top-dose-only effect, or effect the other way, or a change in a side signal; inactive means no such curve, though single readings can be large or run the other way; the % refers to the polarisation; further: potency means the concentration at half of the fitted maximal effect; % of control where 0% means no effect; many of its hits are not listed in these tables
Target sequence (O00255 whole entry, looked up): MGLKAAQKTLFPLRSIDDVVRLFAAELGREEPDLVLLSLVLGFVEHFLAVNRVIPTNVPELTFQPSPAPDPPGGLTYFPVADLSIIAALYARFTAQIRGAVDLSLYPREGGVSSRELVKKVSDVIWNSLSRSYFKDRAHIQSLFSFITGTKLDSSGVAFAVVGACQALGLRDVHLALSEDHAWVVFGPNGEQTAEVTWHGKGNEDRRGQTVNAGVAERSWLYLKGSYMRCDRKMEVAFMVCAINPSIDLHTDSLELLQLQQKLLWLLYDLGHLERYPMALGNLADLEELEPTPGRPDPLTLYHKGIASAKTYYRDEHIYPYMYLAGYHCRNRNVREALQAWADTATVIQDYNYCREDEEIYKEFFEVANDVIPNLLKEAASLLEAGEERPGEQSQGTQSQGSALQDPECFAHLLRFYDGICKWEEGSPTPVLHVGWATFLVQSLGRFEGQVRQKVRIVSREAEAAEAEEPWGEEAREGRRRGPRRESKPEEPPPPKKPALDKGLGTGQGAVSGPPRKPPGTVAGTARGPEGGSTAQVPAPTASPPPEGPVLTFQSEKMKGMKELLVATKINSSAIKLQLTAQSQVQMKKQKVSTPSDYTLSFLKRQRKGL
FLuc modulator: firefly luciferase modulation, counter-screen for miR-21 project. purified FLuc, Km substrates, luminescence inhibition. 6.9% of 360,000 active. P08659. AID 588342. Potency, µM (titrated, usually from 57.5 µM), for inactives: at the top dose activity change, negative = inhibition, most hits filed as inhibitors;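 further: potency means the concentration at half of the fitted maximal effect; plate controls were vehicle for no effect and reference inhibitor for full effect; nearly all actives have a fitted effect of over 55% in size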
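Purified P. pyralis luciferase (10nM final) with 10uM D-luciferin and 10uM ATP (Km levels) in 50mM Tris acetate pH 7.5, 10mM Mg acetate, 0.01% Tween-20, 0.05% BSA; qHTS 6-point titration, ~60 µM downward; luminescence read.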
NPC1 prom act: activates the NPC1 promoter; AID 485313; Huh7 NPC1 promoter luciferase reporter, 24 h; Potency, µM (doses to about 9.22 µM), for inactives: top-dose activation, actives largely listed as activators; 2.4% of 320,000 active;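 further: potency means the concentration at half of the fitted maximal effect; % of control where 0% means no effect; nearly all actives have a fitted effect of over 60% in size; reporter is driven by a mutant NPC1 promoter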
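In 1536-well qHTS, Huh7 cells harboring an NPC1 promoter–luciferase construct received compound for 24 h; activation was quantified by luminescence following luciferase reagent addition.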
PKM2 activator: PKM2 (human) enzyme activation. P14618. purified PKM2, Kinase-Glo ATP luminescence, activation; response scale: 0% is enzyme alone, no compound. Potency, µM (titrated, usually from 57.5 µM), for inactives: top-dose activation, hits mostly activators. 0.34% of 260,000 active; further: potency means the concentration at half of the fitted maximal effect; on the % scale 0 is the no-effect control and ±100 the full control effect; nearly all actives have a fitted effect of over 55% in size
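Purified hPK-M2 (>95% pure) converted ADP (0.1 mM final) to ATP with 0.5 mM PEP in 50 mM imidazole pH7.2, KCl, MgCl2, Tween 20, BSA; 1 h at room temperature. ATP detected by Kinase-Glo luminescence.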
RORgamma inh: blocks mouse ROR gamma transcriptional activity | Potency, µM (series often up to 53.6 µM), for inactives: top-dose activity change, negative = inhibition, hits mostly inhibitors | 5.4% of 310,000 active | Drosophila S2 Gal4-RORgamma UAS-luciferase reporter, 20 h | P51450; further: potency means the concentration at half of the fitted maximal effect; on the % scale 0 is the no-effect control and ±100 the full control effect; nearly all actives have a fitted effect of over 60% in size
Target sequence (P51450 whole entry, looked up, the tested form may be a part): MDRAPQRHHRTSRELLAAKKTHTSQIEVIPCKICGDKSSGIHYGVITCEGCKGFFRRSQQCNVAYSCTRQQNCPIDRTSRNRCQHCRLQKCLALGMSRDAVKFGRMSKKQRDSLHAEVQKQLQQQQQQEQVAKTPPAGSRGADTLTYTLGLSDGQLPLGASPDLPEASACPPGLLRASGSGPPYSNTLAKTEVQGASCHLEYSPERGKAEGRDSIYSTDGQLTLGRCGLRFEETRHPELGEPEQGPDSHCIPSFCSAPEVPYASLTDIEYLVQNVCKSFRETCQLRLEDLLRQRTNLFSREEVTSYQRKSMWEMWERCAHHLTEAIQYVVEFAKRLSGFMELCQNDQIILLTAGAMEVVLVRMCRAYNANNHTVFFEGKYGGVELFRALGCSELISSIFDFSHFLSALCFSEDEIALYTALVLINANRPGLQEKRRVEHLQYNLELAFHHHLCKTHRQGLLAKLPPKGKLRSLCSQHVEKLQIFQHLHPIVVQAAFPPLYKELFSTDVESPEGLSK
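Luciferase reporter read in Schneider cells carrying Gal4-RORγ (mouse) and UAS-Photinus luciferase; cells given compound 1 h before 700 uM copper sulfate induction, then incubated 20 h at ambient temperature.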
Numbers without * were called inactive; ? = inconclusive; . = no result given; & = joins results of further samples; [ ] = remark or other dose. Unless noted, the call rests on the fitted dose curve; in most records, active means well fitted curve in the direction sought with a large enough effect; inconclusive means small, poorly fitted or top-dose-only effect, or another doubt; inactive means no such curve, though single readings can be large; an effect the other way counts as inactive or inconclusive. The list is partial; rates above refer to the full screens.

SMILES	Giardia kill	BRCA1 expr act	ELG1 genotox	Gal4-VP16 FLuc	Rab9 promoter act	p53 reactivator	Menin-MLL TR inh	FLuc modulator	NPC1 prom act	PKM2 activator	RORgamma inh
COc1ccc(Br)cc1CNC(=O)C1CCCN(S(=O)(=O)N2CC(C)CC(C)C2)C1 (configuration not stated)	-0.2	-38.7%	-10.3%	-5.2%	2.4%	-15.3%	-9.7%	-0.6%	-8.8%	0.2%	12.6%
O=C(O)CCCCCn1c(O)c(C=C2N=c3ccccc3=N2)sc1=S	-14.2	-38.0%	-1.1%	-5.9%	-3.3%	?	?	9.53µM*	0.1%	0.0%	-10.4%
CCOc1ccc(C(=O)CN2CCN(S(=O)(=O)c3ccc(Cl)cc3)CC2)cc1	-1.1	-3.6%	-4.4%	4.1%	1.8%	0.5%	-14.4%	-0.8%	1.7%	22.5%	8.5%
Cc1cc(C)c(C(=O)N2CCCC(N3CCN(c4cccc(C(F)(F)F)c4)CC3)C2)o1 (configuration not stated)	-3.3	-39.4%	-9.3%	-7.8%	-0.5%	-0.6%	?	-2.5%	-7.2%	.	?
CN(CCCC(=O)NCc1ccccc1)S(=O)(=O)c1ccc([N+](=O)[O-])cc1	-2.4	0.0%	-2.1%	1.0%	-0.1%	8.1%	15.2%	0.2%	-4.1%	-2.3%	-5.9%[1.91 µM]
CCc1ccccc1N(CC(=O)NC1CCCC1)C(=O)CNC(=O)c1cccs1	4.9	-9.7%	-14.5%	2.7%	-5.0%	-3.8%	-9.5%	-0.2%	-1.6%	-4.1%	15.8%
COc1ccccc1N(C)S(=O)(=O)c1ccc(C(=O)Nc2ccc3nc(C)sc3c2)cc1	6.5	-79.0%	-12.7%	-17.7%	-0.2%	21.9%	15.4%	-18.0%	-1.3%	-3.0%	?
CC12CC(NC(=O)N1c1ccc(C(=O)N3CCN(c4ccccn4)CC3)cc1)c1ccccc1O2 (configuration not stated)	.	.	-1.4%	5.2%	-11.7%	-3.2%	-19.7%	6.8%	-6.0%	-9.8%	-4.0%
CCOc1ccc(/C=N/NC2=NCCCCC2)cc1	14.9	1.8%	3.4%	5.2%	24.3%	2.8%	-4.9%	-9.4%	8.8%	1.2%	1.0%
Cc1nc2ccccc2c(=O)n1/N=C/c1cccnc1	11.3	50.8%	0.4%	3.1%	20.3%	3.5%	-7.1%	2.9%	-1.6%	6.9%	0.9%
Cc1ccc(C(=O)OCC(=O)Nc2ccc3c(c2)OCO3)c(O)c1	8.6	-12.7%	6.3%	.	-1.1%	20.3%	.	2.3%	-0.1%	.	.
N#CC1=C(N)OC2=C(C(=O)CCC2)C1c1cc2c(cc1Br)OCO2 (configuration not stated)	-2.8	5.4%	1.1%	2.3%	-1.9%	5.8%	17.0%	9.1%	0.6%	-0.2%	-0.2%
O=C(NCc1cccc(C(F)(F)F)c1)N1CCN(S(=O)(=O)c2ccccc2F)CC1	7.7	-18.3%	-4.6%	8.1%	-3.9%	-0.2%	5.7%	0.7%	-2.4%	?	-12.0%
COc1cc([N+](=O)[O-])cc(/C=N/NC(=O)CSc2nnc(-c3ccccc3)n2C)c1O	9.0	-21.5%	-8.5%	0.6%	-2.2%	-1.3%	.	-2.2%	-8.1%	-4.3%	-18.1%
CCCOC(=O)CC1C(=O)NCCN1Cc1ccc(F)cc1 (configuration not stated)	-13.9	-5.7%	1.1%	1.6%	3.7%	-5.2%	-5.3%	5.9%	-3.3%	3.5%	-11.7%
O=C(N/N=C/c1ccco1)C1CCCC1	0.4	11.7%	3.1%	-1.0%	-1.7%	-8.8%	.	0.0%	-7.6%	.	-13.6%
CC(=O)Oc1cc2c(C(=O)NCCN3CCOCC3)c(C)oc2c2ccccc12	-3.6	25.3%	1.2%	9.1%	-1.7%	-29.3%	-3.4%	4.1%	19.6%	3.7%	-21.0%
COC(=O)c1ccccc1NC(=O)C(C)Oc1ccccc1 (configuration not stated)	-15.3	-6.0%	-0.2%	-2.2%	-2.5%	1.3%	-4.5%	2.7%	0.2%	1.6%	35.2%
Cc1cc2ccccc2n1CCNCc1c(C(=O)N2CCOCC2)nc2ccccn12	-2.9	-5.2%	0.0%	-13.3%	6.0%	-5.8%	.	4.3%	-3.5%	0.8%	5.7%
Clc1nccnc1-c1ccccc1	5.0	7.9%	-0.5%	4.1%	0.2%	-4.2%	9.0%	0.1%	-3.8%	5.8%	-9.4%
COC(=O)CC1=NN(c2ccccc2)C(=O)C1	-8.2	-17.3%	-13.2%	-14.4%	-1.6%	-2.9%	2.0%	1.6%	0.3%	10.4%	-4.7%
COc1ccc(CCNC(=O)C2CCN(S(=O)(=O)c3ccc(OC)c(OC)c3)CC2)cc1OC	-12.2	-4.7%	1.3%	-20.7%	-21.2%[1.84 µM]	-0.8%	?	-3.7%	-11.3%	.	-43.5%
COc1ccc(N2CCN(CC(=O)Nc3ccc(C)cc3)CC2)cc1	-1.1	1.1%	-6.9%	23.3%	-4.6%	32.0%	-16.9%	-3.3%	4.4%	1.0%	-4.7%
CC(C)OC(=O)c1cc2c(ccn2-c2ccc(F)cc2)n1CC(=O)N1CCN(C(=O)c2ccco2)CC1	?	-34.1%	-11.3%	-1.9%	-5.5%	-3.6%	.	-1.3%	-1.1%	-8.2%	-9.8%
CCOc1ccc(N2CC(=O)Nc3ccccc3NCC2=O)cc1	-4.2	-16.7%	7.3%	-10.0%	5.8%	1.4%	1.3%	3.3%	-2.7%	-5.4%	-14.4%
COc1ccc(CCNc2ccc(C(CC(N)=O)NC(=O)c3cc(C)cc(C)c3)cc2[N+](=O)[O-])cc1 (configuration not stated)	?	-1.2%	-0.8%	-16.2%	-5.4%	5.8%	18.7%	5.3%	1.0%	-1.2%	-7.4%
O=C1CC(SC(=Nc2ccccc2)Nc2ccccc2)C(=O)N1c1ccc(Cl)cc1 (configuration not stated)	-3.9	-18.8%	-1.6%	-23.3%	7.4%	-1.2%	?	0.4%	1.6%	-4.9%	2.4%
NS(=O)(=O)c1ccc(CNC(=O)Cc2ccccc2[N+](=O)[O-])cc1	-17.0	-3.1%	6.4%	-4.7%	1.9%	6.0%	-0.6%	2.2%	0.2%	-8.7%	-24.1%
Cc1cccc(NC(=O)NN2CCN(C)CC2)c1C	-10.3	4.0%	-1.0%	-5.1%	-3.7%	25.3%	19.8%	-0.3%	-0.7%	-1.2%	-8.5%
Oc1cc(-c2ccncc2)cc2cccnc12	-24.9	-84.7%	-8.0%	.	-35.0%[inhibitor]	?	.	?	-35.0%[inhibitor]	.	.
CCc1ccc(-c2nc(CSCC(=O)N3CCN(c4ccccn4)CC3)c(C)o2)cc1	-9.1	-94.5%[inhibitor]	-11.4%	12.6µM*	-26.1%	-2.0%	?	?	-9.5%	0.0%	?
O=C(COc1ccccc1Cl)OCC(=O)N1CCN(S(=O)(=O)c2ccccc2)CC1	0.2	2.8%	0.9%	-15.2%	-9.6%	6.2%	2.6%	-0.7%	3.5%	21.9%	-36.4%
CC(C)(C)Cn1c(=O)[nH]c(=O)c2cc([N+](=O)[O-])cnc21	-18.6	-5.6%	-8.4%	-0.3%	-0.5%	-2.8%	-5.8%	0.7%	-2.6%	-8.5%	10.9%
CN(C)S(=O)(=O)c1ccc(C(=O)OCCCN=C2NS(=O)(=O)c3ccccc32)cc1	-0.1	-3.8%	-1.1%	3.8%	1.1%	1.5%	11.2%	3.7%	-5.3%	1.8%	5.2%
CCOc1ccc(NC(=O)c2ccc3c(SCC(=O)O)c4c(nc3c2)CCCC4)cc1	7.3	-6.6%&15.8%	0.6%	-4.2%	-2.8%	-0.1%	22.4%	16.9µM*	0.5%	-0.7%	18.3%
COc1ccccc1C(=O)CSc1nnc(-c2ccco2)o1	-6.3	11.0%	9.3%	?	?	2.2%	0.1%	-15.8%	9.1%	-9.6%	?
CC1CCCN(C(=O)c2ccc(NS(=O)(=O)c3cccc([N+](=O)[O-])c3)cc2)C1 (configuration not stated)	23.4	-30.6%	-14.7%	.	2.4%	5.9%	.	-0.6%	0.2%	.	.
CCN1C(=O)/C(=C/C=C2\C=CN(CC)c3ccccc32)SC1=S	-20.7	6.31µM*	?	-5.7%	3.16µM*	?	?	?	?	-26.4%	14.1%
CN(CC1CCCO1)S(=O)(=O)c1ccc(C(=O)Nc2ccc(F)cc2)cc1 (configuration not stated)	-6.1	-31.3%	-4.8%	0.0%	10.9%	-28.2%	.	-3.7%	0.0%	-3.7%	17.2%
CC(=O)NC(Cc1cccc(C)c1)C(=O)NC1CCN(C(=O)NCc2ccccc2)CC1 (configuration not stated)	37.4[activator]	-1.9%	-1.2%	9.8%	-1.5%	1.2%	-8.8%	-0.8%	-1.3%	2.0%	-25.7%
